SIAE primary: inhibitors of human sialic acid acetylesterase SIAE; Q9HAT2; inhibition, % at 9.66 µM; SIAE FP-Rh probe binding, fluorescence polarization; 370,000 compounds, 0.69% hits;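 active = inhibition above a cutoff: mean of compounds within the control limits plus 3 SD of those, cut at about 17% in these data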;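 also: 0% = plate median of compound wells and 100% = probe without SIAE protein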
PRMT1 FP inh: blocks human protein arginine methyltransferase 1. 370,000 compounds, 1.3% hits. recombinant PRMT1, activity-based probe fluorescence polarization. Q99873. inhibition, % at 2.79 µM. AID 652257;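 active = inhibition above about 21% made by adding two undisclosed values, limit read from the data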
proKLK7 act: activators of human kallikrein-7 zymogen; P49862; purified proKLK7, EDANS-DABCYL substrate fluorescence; 100% is mature enzyme control, 0% vehicle; activation, % at 7 µM; 370,000 compounds, 0.9% hits; AID 652039;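 active = activation above the mean of all tested compounds plus 3 SD, computed per campaign excluding outliers beyond control limits, cut at about 13% in these data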
Target sequence (P49862 whole entry, looked up): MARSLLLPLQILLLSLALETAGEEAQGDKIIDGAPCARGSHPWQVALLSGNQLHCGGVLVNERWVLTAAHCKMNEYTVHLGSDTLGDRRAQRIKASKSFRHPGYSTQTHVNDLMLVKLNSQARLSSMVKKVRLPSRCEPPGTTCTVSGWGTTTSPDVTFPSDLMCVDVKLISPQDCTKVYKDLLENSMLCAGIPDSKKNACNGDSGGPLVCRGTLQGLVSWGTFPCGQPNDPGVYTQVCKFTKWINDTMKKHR
TDP2 inh: blocks human TDP2 phosphodiesterase activity; O95551; recombinant TDP2, T5PNP hydrolysis, p-nitrophenol absorbance 415 nm; inhibition, % at 12.8 µM; 370,000 compounds, 0.34% hits;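 active = inhibition above the mean of all tested compounds plus 3 SD, set per campaign, cut at about 25% in these data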;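 also: 0% = DMSO with enzyme and 100% = buffer with substrate but no TDP2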
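Test system: Human TDP2 enzyme | Reagent: 5 mM T5PNP | Compound dosing: 12.8 µM single point, 1% DMSO | Incubation: Enzyme reaction with compound for 2 h at 37 °C | Technique: p-Nitrophenol epi absorbance | Read-out: % inhibition relative to enzyme-containing and enzyme-free wells | Benchmarks: High control without enzyme, low control DMSO plus TDP2 | Replicates: Singlicate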
MBD2 inh: blocks human MBD2 binding to methylated DNA | Q9UBB5 | TR-FRET, MBD2 binding to methylated oligonucleotide | inhibition, % at 4.4 µM | 370,000 compounds, 0.31% hits; in the data active = inhibition above about 13%
Tn7 DDE FP: disrupts Tn7 cyclic peptide binding to fibrin D-Dimer-E complex | FP displacement of FITC-Tn7 peptide from fibrin DD(E); 0% = median of compound wells per plate | 370,000 compounds, 0.13% hits | P02675 | inhibition, % at 8.3 µM;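 active = inhibition above the mean of compounds falling within the control limits plus 3 SD of them, cut at about 14% in these data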;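 also: 0% = plate median of compound wells and 100% = 10 µM Aha-Tn7 peptide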
Target sequence (P02675 whole entry, looked up): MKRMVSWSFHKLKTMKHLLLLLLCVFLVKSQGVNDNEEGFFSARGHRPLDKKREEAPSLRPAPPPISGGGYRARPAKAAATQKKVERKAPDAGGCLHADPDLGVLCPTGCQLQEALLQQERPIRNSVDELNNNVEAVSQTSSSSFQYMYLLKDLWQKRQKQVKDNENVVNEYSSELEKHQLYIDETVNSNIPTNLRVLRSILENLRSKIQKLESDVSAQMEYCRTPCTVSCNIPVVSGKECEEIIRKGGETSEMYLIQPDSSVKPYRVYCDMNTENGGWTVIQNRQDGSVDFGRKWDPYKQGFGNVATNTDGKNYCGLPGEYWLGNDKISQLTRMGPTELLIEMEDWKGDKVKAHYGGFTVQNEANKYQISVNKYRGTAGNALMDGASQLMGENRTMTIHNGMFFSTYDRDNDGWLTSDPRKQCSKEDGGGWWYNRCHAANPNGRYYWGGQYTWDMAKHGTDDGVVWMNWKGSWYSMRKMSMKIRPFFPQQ
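Assay system: Human clot-derived fibrin DD(E) complex | Buffer or medium: Tris/NaCl/CaCl2 buffer, pH 7.8 | Repeats: One replicate per compound | Benchmarks: Aha-Tn7 high control | Measure: % inhibition scaled between sample-field median and high-control FP | Schedule: 10 min plus 3 h, room temperature | Signal: Fluorescence polarization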
UHRF1 MBD2 ctr: human UHRF1 methylated DNA binding inhibitors. AID 687016. UHRF1 binding to methylated oligo, TR-FRET. 370,000 compounds, 0.75% hits. inhibition, % at 4.4 µM. Q96T88; in the data active = inhibition above about 21%;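 also: UHRF1 SRA domain binding a hemimethylated CpG hairpin DNA probe; 0% = median of test compound wells and 100% = reference inhibitor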
TCR CD3 inh: human TCR-CD3 binding inhibition; TAMRA-labeled TCR probe fluorescence, biochemical; inhibition, % at 9.4 µM; 360,000 compounds, 0.37% hits; AID 651800; in the data active = inhibition above about 19%;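 also: recombinant mutant TCR 2C K166C tagged with TAMRA read by polarization; 0% = receptor in buffer alone and 100% = receptor with positive control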
LEDGF integ inh: blocks HIV-1 LEDGF/p75-dependent DNA integration. TR-FRET IN-LEDGF/p75 DNA integration, Eu/Cy5. inhibition, % at 3.7 µM. 370,000 compounds, 0.64% hits. AID 743269;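 active = inhibition above the screen-wide mean plus 3 SD, cut at about 13% in these data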;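 also: signal is the Cy5 over europium emission ratio at 671 and 618 nm; 0% = plate median of compound wells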
DDE Tn6 FP inh: inhibitors of Tn6 peptide binding to human fibrin DD(E). P02675. Fibrin DD(E) TRITC-Tn6 fluorescence polarization displacement. inhibition, % at 8.3 µM. 370,000 compounds, 0.21% hits. AID 720509;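 active = inhibition above a per-campaign cutoff: mean of compounds within control limits plus 3 SD, cut at about 15% in these data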;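 also: 0% = median of all compound wells on the plate and 100% = blocking peptide control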
* hit, by the source's call; . = no result given.

SMILES	SIAE primary	PRMT1 FP inh	proKLK7 act	TDP2 inh	MBD2 inh	Tn7 DDE FP	UHRF1 MBD2 ctr	TCR CD3 inh	LEDGF integ inh	DDE Tn6 FP inh
COc1ccc(C(C)=O)cc1CSc1nncn1C	-3	4	-0.1	-11	-2	3	0	2	-3	0
COc1ccc(CC(=O)NCc2nnc(SCC(=O)Nc3ncc(C)s3)n2C)cc1	2	-6	0.5	3	2	-4	1	5	3	-13
CCOC(=O)C(NC(=O)c1ccccc1)(Nc1cc(C)on1)C(F)(F)F (stereo unspecified)	3	0	-0.2	-1	-4	-9	2	0	-3	3
N#CCSCC(=O)Nc1ccc(F)cc1	-6	1	0.1	13	-5	3	4	4	-1	1
Nc1ccc(S(=O)(=O)Nc2ccc(Cl)nn2)cc1	-3	11	0.2	-10	0	-6	9	7	-5	-5
CC(CNC(=O)COC(=O)c1cccnc1Cl)c1ccccc1 (stereo unspecified)	7	-4	0.6	20	-2	4	0	2	1	-2
COc1ccc(CCNC(=O)c2nnc(CS(=O)(=O)c3ccccc3)o2)cc1OC	-8	-2	-0.7	-3	-1	-5	-2	5	1	4
CN(C(=O)COc1nnc(-c2cccs2)c(-c2cccs2)n1)c1ccccc1	-5	3	1.0	3	2	0	-2	0	0	-10
CC(OC(=O)CCNS(=O)(=O)c1ccccc1)C(=O)Nc1ccc(S(=O)(=O)N2CCCCC2)cc1 (stereo unspecified)	-3	-1	-0.3	-5	0	-10	3	-4	-1	4
COc1ccc(C)cc1NC(=O)CCC(=O)Nc1nnc(C(F)(F)F)s1	5	-2	-0.5	1	4	2	-4	3	2	2
COc1ccc(CNC(=O)CNC(=O)c2ccc(C(C)(C)C)cc2)cc1OC	-2	-2	0.2	-11	2	6	0	2	1	6
Nc1nc(SCc2cccc(Br)c2)n[nH]1	2	1	-0.1	-3	-2	3	-1	2	3	5
Cc1ccc(N2CCN(S(=O)(=O)N3CCCCC3)CC2)c(C)c1	0	0	0.0	9	-5	-1	0	3	1	2
NC(=O)c1oc2ccc(Cl)cc2c1N	1	-3	2.9	-6	-5	3	-2	9	2	-3
Nc1nc(SCC(=O)Nc2cc(Cl)c(Cl)cc2Cl)n[nH]1	5	-3	-0.6	2	0	-5	0	8	-4	-2
CN1c2ccccc2Sc2cc(N)ccc21	9	29*	-0.4	-4	3	12	0	1	-3	-1
Nc1cc(=O)[nH]c(SCC(=O)Nc2ccccc2-c2ccccc2)n1	-4	-1	-0.1	9	-6	-7	0	5	6	3
COc1ccc(NS(=O)(=O)c2c(C)cc(C)cc2C)cn1	-17	5	0.1	-18	1	-3	-1	13	-3	3
COc1cc(/C=C/c2ccc3cccc([N+](=O)[O-])c3n2)ccc1OCC(=O)O	-20	8	0.1	2	-5	1	0	0	-4	-3
N=C1c2ccccc2CN1NC(=O)c1cccc(S(=O)(=O)N2CCOCC2)c1	-1	1	0.1	-2	-4	6	1	-2	5	-9
CCOC(=O)C1(CC2CCCCO2)CCN(S(=O)(=O)c2c(C)nn(C)c2C)CC1 (stereo unspecified)	-5	-6	-0.6	-11	2	-2	6	-6	7	-5
O=C(Cc1ccccc1)NC1CCN(S(=O)(=O)c2ccc(C(=O)O)cc2)CC1	-1	-2	0.0	4	5	-3	2	0	0	1
COc1ccc(N=Nc2ccc(O)c(P(=O)(c3ccccc3)c3ccccc3)c2)cc1	12	-1	0.5	2	3	2	-3	-1	3	-2
O=C(c1ccoc1)N1CCC2(CC1)Oc1ccc(Cl)cc1C(=O)C21CC(c2cccnc2)=NO1 (stereo unspecified)	-3	1	1.4	1	-6	10	-2	5	0	1
CCCN1C(=O)c2ccccc2NC1c1ccc(OC)c(CSc2ccccn2)c1 (stereo unspecified)	2	1	-3.2	5	4	4	11	-4	0	6
Carrying on.
SMILES	SIAE primary	PRMT1 FP inh	proKLK7 act	TDP2 inh	MBD2 inh	Tn7 DDE FP	UHRF1 MBD2 ctr	TCR CD3 inh	LEDGF integ inh	DDE Tn6 FP inh
Cc1cc(OC(=O)C(c2ccccc2)c2ccccc2)c([N+](=O)[O-])c(=O)[nH]1	7	-5	0.0	7	-4	0	-2	-6	3	2
Clc1ccc(OCCOCCN2CCc3ccccc3C2)c(Cl)c1	1	3	-0.1	1	-3	1	1	-8	3	-5
COc1cc(/C=C/C(=O)O)ccc1OS(=O)(=O)c1ccc(C)cc1	-4	-3	0.2	-2	-2	-2	1	9	-2	4
CCc1ccc(NC(=O)Cn2ccn(-c3cccc(Cl)c3)c(=O)c2=O)cc1	-4	7	0.2	-4	6	5	2	-10	-3	3
O=C(Nc1ccccc1)C1CC=CCC1C(=O)OCC1CCCO1 (stereo unspecified)	3	-1	0.4	8	-4	-3	1	9	3	-3
CC(C)Cc1nnc(NC(=O)CCC(=O)NC2CCCCCCC2)s1	-2	-3	0.1	-6	-2	-3	1	7	3	2
CCC1(c2ccccc2)NC(=O)N(CC(=O)Nc2ccc(S(=O)(=O)Nc3ncccn3)cc2)C1=O (stereo unspecified)	-1	5	0.1	-1	3	-1	6	10	-3	-2
Nc1ccccc1SC1CC(=O)N(c2ccc(Cl)c(Cl)c2)C1=O (stereo unspecified)	-7	1	-0.1	-13	-2	-7	0	9	6	-3
COc1ccc(NC(=O)Cn2nnc(C(=O)NCc3ccco3)c2N)c(OC)c1	1	1	0.2	-8	3	3	2	-1	2	2
CCOC(=O)C1CCN(C(=O)c2ccc(OCC(=O)Nc3ccc(OCC)cc3)c(OC)c2)CC1	5	-1	0.6	15	1	-5	0	-4	1	4
COC(=O)c1sc(NC(=O)c2c(F)cccc2F)c(C#N)c1C	-3	-1	0.1	5	-2	-9	2	-2	3	1
Clc1ccc(-c2c[n+](Cc3ccc(Br)cc3)c3n2CCCCC3)cc1	2	1	1.7	-3	1	-7	0	3	-2	7
COc1ccccc1N(CC(=O)N(CC(C)C)CC(C)C)S(=O)(=O)c1cccs1	10	-3	0.4	-15	2	-2	2	5	-5	-1
COC(=O)C1=C(C)N(C)C(=NCc2ccccc2)NC1c1ccc(F)cc1 (stereo unspecified)	10	-3	0.6	5	-4	4	-2	2	0	3
CCCn1c(SCC(=O)NCCc2ccccc2)nnc1-c1cccnc1	2	1	-0.4	8	-1	-5	-2	-10	2	-1
O=C(Cn1cnc2c(nc3n2CCCCC3)c1=O)Nc1cccc(C(F)(F)F)c1	6	-6	0.4	19	0	1	-1	6	3	-6
Cc1cccc(-c2cnn(-c3cccc([N+](=O)[O-])c3)c2N)c1	13	0	0.4	-5	4	6	-1	0	-4	6
CC(O)CNCCCOc1ccccc1OCc1ccccc1 (stereo unspecified)	2	3	-0.4	8	-6	1	1	-12	1	0
CCc1ccc(CN(C)CC(=O)Nc2ccc(S(=O)(=O)N3CCOCC3)cc2)cc1	5	4	0.2	-3	3	-1	2	-1	0	-4
Cc1ccccc1-n1c(SCC(=O)Nc2c(C)cccc2C)nc(O)cc1=O	6	10	-0.4	-1	1	-3	2	-4	-3	4
O=C(CCNS(=O)(=O)c1c(Cl)cccc1Cl)OCC(=O)c1ccccc1	1	-3	-0.3	-6	1	-2	-1	5	1	6
O=C(NCc1ccccn1)c1cccc(S(=O)(=O)Nc2ccc(F)cc2)c1	-2	1	0.2	8	3	-7	-1	6	3	8
Cc1cccc(C)c1N1CCc2cn[nH]c21	11	2	-0.2	-9	3	1	-1	2	-3	1
CCc1ccc(C2C(C#N)=C(N)SC(N)=C2C#N)cc1	-19	-10	-0.3	2	-5	0	-7	-1	1	1
CS(=O)(=O)c1nc(S(=O)(=O)c2ccc(Cl)cc2)c(NCCCN2CCCC2=O)s1	3	2	0.4	13	2	2	-1	5	2	1
Next section:
SMILES	SIAE primary	PRMT1 FP inh	proKLK7 act	TDP2 inh	MBD2 inh	Tn7 DDE FP	UHRF1 MBD2 ctr	TCR CD3 inh	LEDGF integ inh	DDE Tn6 FP inh
OC(CN1CCCCC1)c1ccc2c3c(cccc13)CC2 (stereo unspecified)	3	-7	-0.5	6	-7	-3	1	3	-2	-4
COc1ccc(OCC(=O)OCC(=O)NCc2ccc(F)cc2)cc1	1	0	0.5	-13	2	-7	0	6	2	-1
COc1cccc(OC)c1OCCCc1c(C)n[nH]c1C	7	2	0.1	8	2	-1	-3	1	1	4
COc1ccc(-n2c(SCC(=O)N3CCCCC3C)nnc2-c2ccncc2)cc1 (stereo unspecified)	4	-2	0.7	10	1	1	2	.	-3	-2
COc1ccc(NC(=S)NCCc2c(C)[nH]c3ccc(OC)cc23)cc1	1	3	0.3	-11	5	-7	4	-7	-4	2
Cc1ccsc1C(=O)OC(C)C(=O)NC1CCCCC1C (stereo unspecified)	-1	2	-0.4	-27	-2	-6	3	-6	-2	-1
CCOc1ccc(-n2c(C)cc(C(=O)CCl)c2C)cc1	4	-1	0.6	8	4	-9	0	4	7	-10
CNc1ccc([N+](=O)[O-])cc1	-1	-4	-0.1	3	-9	-1	-5	0	2	3
Cc1cc(Br)ccc1-n1[nH]c(C)c(C=Nc2cccc3nsnc23)c1=O	7	-2	1.5	0	-8	4	-7	1	1	6
CCN(CC)CCn1c2c(c(SCC(=O)NCc3ccccc3)nc1=O)CCCC2	-4	4	0.5	-10	3	4	6	-12	1	-7
CC1CCc2c(C(=O)Nc3nccs3)csc2C1 (stereo unspecified)	1	3	0.6	-4	2	-2	-1	2	5	-8
C=CCn1c(SCC(=O)Nc2ccccc2OC)nnc1-c1ccco1	-9	0	-0.4	8	1	-7	6	-5	-4	-3
CCOC(=O)C1=C(C)NC(C)=C(C(=O)OCC)C1C(=O)O	13	-2	0.6	-5	-3	0	0	2	1	-4
CCN(CC)CCNC(=O)CNC(=O)c1nn(-c2ccc(OC)cc2OC)c(=O)c2ccccc12	3	-2	-0.8	3	2	-2	1	-4	3	-2
COC(=O)c1ccc(CSc2nc3ccccc3c(=O)n2C)o1	4	3	0.6	14	-2	2	-1	0	5	-3
CCN(CC)c1ccc(/C=N/NS(=O)(=O)c2ccc(C)c([N+](=O)[O-])c2)cc1	5	1	-0.2	9	0	-4	3	1	1	-1
Cc1cccc(-n2cc(-c3ccccc3)[nH]c2=S)c1	5	17	-0.6	-2	-6	2	-2	-3	2	0
COCCNC(=O)c1ccc2c(c1)ncn2-c1ccc(C)c(Cl)c1	4	0	0.4	-6	-3	0	3	-3	4	2
CCOc1cc(/C=N/Nc2nc(Nc3ccccc3)nc(N3CCCCC3)n2)ccc1OCC(=O)O	-7	3	-0.2	-5	0	1	2	-2	-2	-2
O=C(O)c1cc2cc(Cl)cc(Cl)c2oc1=O	-19	2	-0.3	6	-1	4	1	4	-5	3

From PubChem
